# Dengue-2 NS5 capping: Dengue-2 NS5 methyltransferase inhibitors, primary screen, biochemical, confirmation dose response (AID 588689). Dengue-2 NS5 methyltransferase capping enzyme assay, biochemical; higher % means a stronger effect. inhibition, % at 25 µM, or IC50 in µM where a hit was titrated. 0.3% of 340,000 active; in the data active = a potency from the dose series
# LYP phosphatase: inhibitors of LYP phosphatase, biochemical, fluorescence intensity, uHTS (AID 1779) | recombinant LYP phosphatase, fluorescence intensity; higher % means a stronger effect | inhibition, % at 11.5 µM; hits with a dose series show IC50 in µM | 0.054% of 290,000 active; in the data active = inhibition above about 50%;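 note: plate controls were vehicle with enzyme for no effect and no enzyme for full effect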
# Autophagy HCS: alters autophagy in cells; MEF GFP-LC3 puncta imaging; test concentration mostly 10 µM; calls only at 10 µM (by protocol); 0.98% of 190,000 active; AID 463193;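 active = percentage of spot-positive cells more than 3 SD above its plate mean, without a fluorescence outlier flag or 80% toxicity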;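 note: spot-positive cell cutoff set from DMSO-treated cells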
# WT yeast gro inh: growth inhibition of WT yeast, mitochondrial fusion screen. mitochondrial fusion phenotypic screen, WT strain. inhibition, % at 10 µM. 2.1% of 190,000 active. AID 1362; in the data active = inhibition above about 58%; tested in S. cerevisiae
# RSV CPE inhibition: inhibition of RSV-induced cytopathic effect – HEp-2 cells, primary 10 µM value included (AID 2391); HEp-2 cells, RSV-induced CPE inhibition; higher % means a stronger effect; 0.13% of 310,000 active; CPE inhibition, % at 10 µM, or IC50 in µM where a hit was titrated; in the data active = a potency from the dose series; note: strong numbers were not always called active
# AID2073: disruptors of CaV2.2 binding to Mint1 – biochemical, HTRF (AID 2073). 0.19% of 290,000 active. inhibition, % at 20 µM, or IC50 in µM where a hit was titrated. HTRF protein-protein interaction, Mint1-CaV2.2; higher % means a stronger effect; in the data active = inhibition mostly above about 51%, no sharp cut-off; note: some results filed as inactive read as strong as hits
# GPR35 arrestin U2OS: GPR35 antagonists blocking zaprinast-driven arrestin recruitment, primary screen, imaging, U2OS, beta-arrestin-GFP, zaprinast agonist (AID 2058). U2OS GPR35 beta-arrestin-GFP translocation imaging, zaprinast antagonism; higher % means a stronger effect. inhibition, % at 10 µM; hits with a dose series show IC50 in µM. 0.052% of 290,000 active;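 active = inhibition of at least 50% with at least 30 cells and total cytoplasm GFP at most 10,000,000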
# UTI89 phage lysis: protection from phage-mediated lysis, alamar blue read-out – E. coli UTI89, K1F phage, bacterial capsule biogenesis inhibitors (AID 488966); inhibition, % at 100 µM; hits with a dose series show IC50 in µM; 0.02% of 340,000 active; E. coli UTI89 K1F phage lysis, alamar blue, 2 h; higher % means a stronger effect;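 active = phage lysis inhibition, versus mean bacterial control, above a set limit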;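 note: capsule biogenesis inhibitors block K1F phage lysis so surviving cells raise fluorescence; higher fluorescence means more inhibition of phage lysis; actives were called in the ten point dose series up to 300 µM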
# NTR1 ag: NTR1-driven beta-arrestin-GFP spot formation – imaging, U2OS cells, high content, primary screen (AID 493036). agonist mode. 0.17% of 330,000 active. P30989. activation, % at 20 µM;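 active = activation at or above 40% of the spot to cytoplasm intensity ratio, with at least 20 cells analyzed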;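 note: 0% = DMSO without peptide and 100% = 100 nM NTR1 peptide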
# Target sequence (P30989 whole entry, looked up): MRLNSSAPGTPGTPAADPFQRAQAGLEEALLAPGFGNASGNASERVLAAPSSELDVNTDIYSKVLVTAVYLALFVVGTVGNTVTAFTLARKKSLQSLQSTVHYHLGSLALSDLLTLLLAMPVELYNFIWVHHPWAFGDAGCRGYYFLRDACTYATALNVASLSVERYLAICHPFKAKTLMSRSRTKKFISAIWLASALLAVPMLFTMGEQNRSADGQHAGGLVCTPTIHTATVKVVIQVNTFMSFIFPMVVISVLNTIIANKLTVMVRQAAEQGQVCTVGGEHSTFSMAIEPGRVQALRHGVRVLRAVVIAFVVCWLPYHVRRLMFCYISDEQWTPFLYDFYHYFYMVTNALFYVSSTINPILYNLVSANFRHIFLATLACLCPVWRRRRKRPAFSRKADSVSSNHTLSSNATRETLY
# WT yeast gro inh mutant strain: further read-out of WT yeast gro inh, marked with its call; inhibition, %; mitochondrial fusion phenotypic screen, mutant strain inhibition
# Autophagy HCS cell loss 18 h: second read-out of Autophagy HCS, no call of its own (marks repeat the call); toxicity, %; measured here: cell loss, nuclei count;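 cell loss after 18 h compound exposure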
# NTR1 ag cell count 20 µM: also measured in NTR1 ag; calls as there; cell count; measured here: cell count, cytotoxicity flag
# Dengue-2 NS5 capping pilot replicate: further read-out of Dengue-2 NS5 capping, marked with its call; inhibition, %; measured here: pilot screen replicate inhibition
# * hit, by the source's call; i = inactive; · = no result given; [ ] = dose if it differs, or a comment.
SMILES,Dengue-2 NS5 capping,LYP phosphatase,Autophagy HCS,Autophagy HCS cell loss 18 h,WT yeast gro inh,WT yeast gro inh mutant strain,RSV CPE inhibition,AID2073,GPR35 arrestin U2OS,UTI89 phage lysis,NTR1 ag,NTR1 ag cell count 20 µM,others
Cc1[nH]c2ccccc2c1/C=C/c1nc2ccccc2c(=O)n1-c1cccc([N+](=O)[O-])c1,-2.9%,-5.0%,i,12.3,5.7,-1.1,5.5%,36.8%,-7.9%,6.8%,1.3,58,
CC(C)(C)SCCNS(=O)(=O)c1ccccc1,-4.0%,-11.0%,i,3.7,9.6,5.5,2.3%,-3.3%,-10.5%,1.3%,0.3,60,
COc1ccc(OCc2nnc3n2N=C(c2ccc(OC)cc2)CS3)cc1,4.4%,-7.4%,i,3.1,11.7,1.4,-0.1%,0.4%,12.5%,-0.3%,0.0,65,
CCN(CC)S(=O)(=O)c1cc(C(=O)OCC(=O)Nc2ccc(-c3nc4ccc(C)cc4s3)cc2)ccc1F,-3.6%,0.1%,i,18.7,-1.4,-12.3,55.8%,16.2%,-3.8%,3.8%,-0.8,36,
COc1cc(NC(=O)NCCN2CCN(c3ccc(Cl)cc3)CC2)ccc1C,-3.5%,-12.3%,i,-9.4,34.4,37.4,9.7%,4.0%,12.8%,0.1%,-0.6,28,
COc1cccc(CNC(=O)CCn2c(=O)c3cccn3c3cccnc32)c1,-7.0%,-6.3%,·,·,·,·,3.6%,11.6%,18.1%,0.0%,1.8,67,
COc1ccc(CC2(CO)CCN(Cc3ccc(NC(C)=O)cc3)CC2)cc1,-11.9%,-6.9%,i,12.4,7.3,9.3,-1.3%,-5.6%,2.8%,-2.7%,0.0,40,
Nn1c(SCc2cn3ccccc3n2)nnc1-c1ccncc1,0.0%,-2.9%,i,3.9,-21.4,12.0,0.8%,10.6%,-11.7%,-0.1%,-0.9,52,
COc1cc(CCC(=O)N2CCN(S(=O)(=O)c3ccc(C)cc3)CC2)cc(OC)c1OC,-1.5%,·,·,·,·,·,-0.1%,·,·,0.7%[50 µM],-0.8,49,
O=C(COc1ncnc2sccc12)NC1CCCc2ccccc21 (stereo not given),-0.7%,7.3%,i,6.3,-22.7,-4.1,8.3%,33.1%,1.4%,6.5%,0.6,51,
COc1ccc(CSCC(=O)N/N=C/c2ccccc2OCc2ccccc2)cc1,-7.4%,5.6%,i,-3.0,8.3,7.3,0.8%,6.7%,12.1%,-0.3%,2.5,53,
CC(C)(C)c1ccc(SCCc2ccncc2)cc1,-3.1%,-3.9%,·,·,·,·,1.4%,4.1%,18.8%,3.5%,5.9,57,
COCc1c(C(=O)N/N=C/c2ccncc2)nnn1-c1nonc1N,3.9%,-10.7%,·,·,·,·,-0.2%,14.4%,6.6%,0.3%,2.9,97,
O=C(CSc1nc2ccccc2o1)NCC(=O)c1ccccc1,-2.8%,-0.4%,i,10.0,-8.6,0.8,0.0%,3.8%,8.5%,-0.2%,-0.8,61,
CC(=O)NS(=O)(=O)c1ccc(NC(=O)CSc2ccccc2)cc1,-3.5%,-4.6%,·,·,·,·,-0.1%,5.2%,10.5%,0.3%,0.5,63,
CC(C1CCN(Cc2cn(C)nc2-c2cccc(Cl)c2)CC1)N1CCOCC1 (stereo not given),-7.0%,-15.0%,i,6.3,4.2,-1.0,-3.1%,0.2%,0.3%,1.5%[50 µM],0.5,69,
CCCCNC(=O)C(c1ccc(OCC(=O)OC)c(C(=O)OC)c1)N(CCc1c[nH]c2ccccc12)C(=O)CCCCCN1C(=O)NC(c2ccc(-c3ccccc3)cc2)C(C(=O)OCc2ccccc2)=C1C (stereo not given),·,-5.2%,·,·,·,·,·,45.3%,-1.7%,·,0.1,59,
Cc1ccc(Cl)cc1NC(=O)c1ccc(CSc2nnnn2C)cc1,2.2%,-10.2%,i,-3.4,8.5,3.5,7.4%,1.6%,-6.7%,0.4%,1.0,43,
O=C(CC1CCCC1)N1CCN(S(=O)(=O)c2ccc(F)cc2)CC1,-1.5%,·,·,·,·,·,-0.8%,·,·,0.4%[50 µM],-0.1,63,
O=C(NC1CCCC1)c1ccc(Br)o1,-1.6%,-7.7%,i,-4.5,11.9,12.3,0.6%,4.9%,-13.8%,-1.0%,-2.3,57,

# Nothing new here: an excerpt of the list.
SMILES,Dengue-2 NS5 capping,LYP phosphatase,Autophagy HCS,Autophagy HCS cell loss 18 h,WT yeast gro inh,WT yeast gro inh mutant strain,RSV CPE inhibition,AID2073,GPR35 arrestin U2OS,UTI89 phage lysis,NTR1 ag,NTR1 ag cell count 20 µM,others
CC(=O)NS(=O)(=O)c1ccc(NC(=O)CSc2ccccc2)cc1,-3.5%,-4.6%,·,·,·,·,-0.1%,5.2%,10.5%,0.3%,0.5,63,
CC(C1CCN(Cc2cn(C)nc2-c2cccc(Cl)c2)CC1)N1CCOCC1 (stereo not given),-7.0%,-15.0%,i,6.3,4.2,-1.0,-3.1%,0.2%,0.3%,1.5%[50 µM],0.5,69,
CCCCNC(=O)C(c1ccc(OCC(=O)OC)c(C(=O)OC)c1)N(CCc1c[nH]c2ccccc12)C(=O)CCCCCN1C(=O)NC(c2ccc(-c3ccccc3)cc2)C(C(=O)OCc2ccccc2)=C1C (stereo not given),·,-5.2%,·,·,·,·,·,45.3%,-1.7%,·,0.1,59,
Cc1ccc(Cl)cc1NC(=O)c1ccc(CSc2nnnn2C)cc1,2.2%,-10.2%,i,-3.4,8.5,3.5,7.4%,1.6%,-6.7%,0.4%,1.0,43,
O=C(CC1CCCC1)N1CCN(S(=O)(=O)c2ccc(F)cc2)CC1,-1.5%,·,·,·,·,·,-0.8%,·,·,0.4%[50 µM],-0.1,63,
O=C(NC1CCCC1)c1ccc(Br)o1,-1.6%,-7.7%,i,-4.5,11.9,12.3,0.6%,4.9%,-13.8%,-1.0%,-2.3,57,

# (more compounds)
SMILES,Dengue-2 NS5 capping,LYP phosphatase,Autophagy HCS,Autophagy HCS cell loss 18 h,WT yeast gro inh,WT yeast gro inh mutant strain,RSV CPE inhibition,AID2073,GPR35 arrestin U2OS,UTI89 phage lysis,NTR1 ag,NTR1 ag cell count 20 µM,others
Cc1cccc(C(=O)N[C@H](C(=O)Nc2nc(C)cs2)C(C)C)c1,-7.3%,-2.2%,i,11.6,-8.9,8.3,0.9%,13.5%,-4.0%,2.6%,-0.1,50,
O=C(/C=C/c1ccc(Cl)cc1)N1CCN(c2ncccn2)CC1,·,-9.7%,i,30.5,10.5,-0.5,·,-0.9%,-9.4%,·,·,·,
COc1ccc(S(=O)(=O)N2CCCCCC2)cc1C(=O)NCc1ccc(C)cc1,-5.3%,·,·,·,·,·,1.1%,·,·,0.0%[50 µM],2.4,60,
COc1ccc(NC(=S)NCc2ccccc2)c(OC)c1,-4.7%,-10.3%,·,·,·,·,0.8%,10.9%,0.6%,0.5%,2.9,59,
CCOC(=O)c1[nH]c(C)c(C(=O)Nc2cccc(Cl)c2C)c1C,-14.4%,0.1%,i,15.9,-7.3,-65.4,·,-4.8%,-3.9%,6.0%,0.0,80,
O=C(Cc1ccc(Cl)cc1)Nc1cccc(C(=O)Nc2ccccc2C(=O)O)c1,5.2%,0.1%,·,·,·,·,4.5%,3.9%,-0.2%,-0.1%,1.3,67,
COCCNC(=O)c1ccccc1NC(=O)c1cc(OC)cc(OC)c1,-3.6%,-6.0%,i,1.6,19.4,14.8,0.7%,3.3%,-4.5%,0.1%,-0.5,69,
CCOc1ccc(CCNC(=O)COC(=O)C2CC2)cc1OCC,1.4%,·,·,·,·,·,-0.2%,·,·,1.6%[50 µM],-1.4,42,
CC(C)(C)n1c(=O)[nH]c2c(c1=O)CCC2,-0.7%,-5.9%,i,-6.6,0.0,-11.8,1.5%,17.7%,17.4%,-0.5%,4.1,39,
CCCCN1CCc2c1nc1ccc(Br)cc1c2N,0.7%,-7.5%,i,12.5,12.6,-0.5,60.5%,8.4%,5.3%,-2.6%,2.1,48,
O=C(O)C(Cc1ccccc1)N1C(=O)/C(=C/c2ccccc2)SC1=S (stereo not given),15.5%,-4.5%,i,-8.3,-20.5,-17.9,2.2%,-1.7%,2.4%,-0.3%,1.4,57,
CC(C)CN1C(Nc2ccccc2)=NC[C@@H]1C,-8.0%,-12.4%,·,·,·,·,2.3%,10.9%,-0.2%,0.8%,7.1,87,
Cc1c(C(=O)OCC(=O)Nc2ccc(S(N)(=O)=O)cc2)oc2c1ccc1ccccc12,-6.8%,-11.1%,i,16.4,18.1,-5.8,0.2%,30.7%,3.5%,0.5%,-0.4,53,
COc1ccc2c(c1)OC1=C(C(=O)CCC1)C2C1=C(O)CCCC1=O (stereo not given),7.6%,-6.0%,i,-4.0,-2.8,-0.7,2.2%,5.2%,5.5%,0.9%,1.4,40,
COc1ccc(NC(=O)CCNS(=O)(=O)c2ccc3c(c2)CC(C)N3C(C)=O)cc1 (stereo not given),1.0%,-3.0%,·,·,·,·,-0.4%,10.5%,-12.4%,0.0%,-1.2,51,
Cc1ccccc1C(=O)NNC(=S)NC(=O)c1cccnc1,-5.3%,-0.4%,i,-4.2,-11.4,-38.8,-0.2%,-13.5%,7.8%,0.1%,-0.2,81,
COc1ccc(-c2nc(SCC(=O)Nc3nccs3)c(-c3ccc(Cl)cc3)[nH]2)cc1,-2.1%,-4.3%,i,-13.9,51.5,11.0,10.1%,-5.6%,-17.1%,-0.1%,15.9,42,
O=C(COC(=O)c1cc(=O)c2ccccc2o1)NC1CCCC1,-0.9%,-2.2%,i,1.8,3.2,-13.5,1.8%,-0.5%,1.1%,0.4%,-0.1,69,
COc1ccc(CNc2oc(-c3ccccc3)nc2C#N)cc1,-3.6%,-1.7%,i,12.2,25.8,8.3,-0.4%,4.9%,-9.6%,-2.3%,3.6,48,
CCN(CC)C(=O)CSc1nc2sc3c(c2c(=O)n1CCOC)CCC3,-4.6%,-4.4%,·,·,·,·,3.2%,-1.3%,5.4%,0.0%,1.1,59,Dengue-2 NS5 capping pilot replicate=-3.4
COc1cccc(N2CC(=O)N(c3cccc(OC)c3)CC2=O)c1,-0.9%,-11.0%,i,9.7,6.5,0.3,1.8%,9.1%,-2.9%,0.3%,2.0,77,
N#Cc1c2c(c(-c3ccccc3Cl)[nH]c1=S)CCCC2,8.3%,-6.2%,i,16.1,5.6,19.6,·,15.5%,-10.8%,0.0%,·,·,
Cc1ccc(-c2nnc(N)o2)cc1,4.7%,-7.8%,i,-3.4,10.8,3.0,1.4%,-2.3%,-5.3%,1.0%,0.0,85,
Cc1ccc(S(=O)(=O)/N=C/c2c(O)ccc3ccccc23)cc1,-2.4%,-3.8%,·,·,·,·,6.1%,-17.6%,6.6%,0.2%,0.5,64,
c1ccc(OCc2nc(-c3ccccc3)no2)cc1,1.6%,-2.6%,i,-2.3,-4.3,4.3,2.4%,0.1%,-10.9%,-0.4%,-1.6,40,
Cc1ccc(-c2nc(CN3CCCC(C(=O)N4CCOCC4)C3)c(C)o2)cc1 (stereo not given),3.2%,1.1%,·,·,·,·,1.9%,20.1%,6.4%,0.7%[50 µM],1.1,65,
Cc1ccc(NC(=O)COC(=O)c2ccccc2-c2nc3ccccc3s2)c(C)c1,-8.0%,-1.7%,i,4.9,-2.9,-0.2,1.1%,0.9%,4.2%,0.1%,1.2,83,
CCOc1ccc(CN2CCNC(=O)C2CC(=O)NCCCC2CCCC2)cc1 (stereo not given),-2.6%,-10.6%,·,·,·,·,0.7%,5.9%,-6.9%,0.1%,3.1,75,
